# Bioassay records: PubChem BioAssay, Sanford-Burnham Center for Chemical Genomics
# NLRP3 yeast inh – inhibitors of NALP3 inflammasome in yeast | Yeast reconstituted NLRP3/ASC/caspase-1, beta-gal luminescence, 24 h | inhibition, % at 10 µM | 330,000 compounds, 0.39% hits | AID 2825;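 active = inhibition of 50% or more; inactive = inhibition below 50%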;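 also: plate controls were induced DMSO wells for no effect and uninduced yeast grown without galactose for full effect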
# SENP6 block – blocks the human protease SENP6; 330,000 compounds, 1.8% hits; Recombinant SENP6 catalytic domain, aminoluciferin luminescence; inhibition, % at 10 µM; Q9GZR1;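 active = inhibition above about 50% at the single tested dose, limit read from the data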;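 also: plate controls were DMSO wells with enzyme for no effect and DMSO wells lacking enzyme for full effect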
# Target sequence (Q9GZR1 628-1112 limits assumed): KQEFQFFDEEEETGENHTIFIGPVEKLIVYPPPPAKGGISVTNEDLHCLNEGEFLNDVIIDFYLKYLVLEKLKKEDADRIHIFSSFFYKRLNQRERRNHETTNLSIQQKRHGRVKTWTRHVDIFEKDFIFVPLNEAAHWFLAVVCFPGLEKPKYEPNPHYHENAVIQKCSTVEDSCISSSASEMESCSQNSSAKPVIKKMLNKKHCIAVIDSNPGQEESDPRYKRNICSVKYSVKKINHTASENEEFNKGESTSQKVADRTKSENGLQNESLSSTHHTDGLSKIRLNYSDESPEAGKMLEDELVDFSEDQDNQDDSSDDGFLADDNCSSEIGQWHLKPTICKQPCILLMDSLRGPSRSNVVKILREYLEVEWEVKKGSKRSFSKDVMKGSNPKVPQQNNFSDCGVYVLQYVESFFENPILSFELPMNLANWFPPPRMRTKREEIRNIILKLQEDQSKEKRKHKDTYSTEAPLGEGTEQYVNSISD
# SENP1 FRET inh – SENP1 (human) catalytic domain inhibition; 360,000 compounds, 0.21% hits; Q9P0U3; inhibition, % at 10 µM; recombinant SENP1 catalytic domain, CyPet-SUMO1-YPet FRET cleavage;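 active = inhibition at least 30% at 10 µM, raw YFP signal under a set limit, fluorescence ratio 0.5 to 1.5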;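 also: 0% = enzyme with DMSO and 100% = no enzyme wells; some results filed as inactive read as strong as hits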
#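 Material: hSENP1 catalytic domain, recombinant; medium: Tris pH 8 with BME, BSA, NP40 and catalase; compound: single concentration of 10 µM compound, 0.5% DMSO final; technique: FRET read of cyan and yellow fluorescence; timing: 50 min enzyme reaction, room temperature, light-protected; reagent: SFCypet-SUMO1-SFYpet substrate at 25 nM; control set: no-enzyme low, enzyme-DMSO high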
# SENP8 block-1 – blocks human SENP8 cleavage of Nedd8 substrate; recombinant SENP8, Nedd8 substrate fluorescence; inhibition, % at 20 µM; AID 602440; Q96LD8; 360,000 compounds, 0.64% hits; in the data active = inhibition mostly above about 40%, no sharp cut-off; inactive = mostly below about 27%
# Target sequence (Q96LD8 whole entry, looked up): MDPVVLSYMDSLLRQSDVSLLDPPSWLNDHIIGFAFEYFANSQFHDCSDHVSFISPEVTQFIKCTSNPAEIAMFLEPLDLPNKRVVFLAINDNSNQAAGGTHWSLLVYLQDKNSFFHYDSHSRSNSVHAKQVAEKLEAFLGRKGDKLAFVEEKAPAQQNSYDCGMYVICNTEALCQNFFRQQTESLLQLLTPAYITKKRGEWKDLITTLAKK
# Apaf1 inhib – inhibitors of human Apaf-1 apoptosome | O14727 | reconstituted apoptosome caspase-3 activity, DEVD-Rh110 fluorescence | inhibition, % at 20 µM | 330,000 compounds, 0.71% hits | AID 489030; active = inhibition of at least 40% at 20 µM;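 also: plate controls were DMSO wells for no effect and DEVD-CHO caspase inhibitor wells for full effect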
#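 Material: reconstituted apoptosome with Apaf-1, cytochrome c, caspase-9, procaspase-3, dATP / Buffer or medium: pH 7.5 Hepes buffer with CHAPS, BSA, DTT / Also added: cytochrome c with DEVD-Rh110 / Schedule: compound with Apaf-1, dATP, procaspase-3 30 min, then 50 min reaction, room temperature / Technique: rhodamine 110 fluorescence at Ex 480/Em 540 nm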
# SENP7 block – inhibitors of human SENP7 protease. Q9BQF6. recombinant SENP7, Z-RLRGG-aminoluciferin luminescence, 40 min. inhibition, % at 5 µM. 330,000 compounds, 1.5% hits. AID 434973;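 active = inhibition above about 50% at the single test dose, limit read from the data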;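 also: plate controls were DMSO with enzyme for no effect and no enzyme buffer wells for full effect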
# Target sequence (Q9BQF6 706-1050 limits assumed): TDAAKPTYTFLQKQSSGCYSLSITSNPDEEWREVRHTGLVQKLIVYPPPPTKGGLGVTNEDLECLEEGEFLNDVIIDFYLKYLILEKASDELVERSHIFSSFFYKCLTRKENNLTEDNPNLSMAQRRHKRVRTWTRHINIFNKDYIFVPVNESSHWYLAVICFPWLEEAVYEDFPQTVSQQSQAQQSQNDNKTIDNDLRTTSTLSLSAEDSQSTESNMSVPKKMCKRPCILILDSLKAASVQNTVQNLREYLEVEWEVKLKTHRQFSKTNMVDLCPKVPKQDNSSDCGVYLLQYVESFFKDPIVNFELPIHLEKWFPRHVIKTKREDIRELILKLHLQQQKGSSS
# SENP8 block-2 – SENP8 protease inhibition; purified SENP8, Z-RLRGG-aminoluciferin cleavage, luminescence; inhibition, % at 10 µM; AID 2540; Q96LD8; 330,000 compounds, 1.2% hits; in the data active = inhibition above about 50%
# PfGluPho inh – PfG6PD (Plasmodium falciparum) enzyme inhibition; PfGluPho enzyme, NADPH resazurin-diaphorase fluorescence; inhibition, % at 20 µM; 350,000 compounds, 0.78% hits; AID 504690;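 active = inhibition reaching at least a set limit at 20 µM in the primary screen, cut at about 59% in these data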;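 also: 0% = DMSO wells with substrate and 100% = DMSO wells lacking glucose-6-phosphate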
# HKDC1 inh – blocks human hexokinase HKDC1 activity. recombinant HKDC1, G6PDH/diaphorase resazurin coupled fluorescence. 340,000 compounds, 0.16% hits. inhibition, % at 20 µM;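 active = inhibition above about 35% when tested at 20 µM, limit read from the data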;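 also: plate controls were DMSO wells with enzyme for no effect and DMSO wells lacking enzyme for full effect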
#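 Material: recombinant HKDC1 hexokinase; Amount: HKDC1 at 5 µg/mL; Medium: Tris pH 8.0 buffer with MgCl2, Tween-20, BSA, BME; Schedule: 90 min reaction incubation at room temperature, dark; Technique: coupled resazurin fluorescence, excitation 525 nm, emission 613 nm.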
# * hit, by the source's call; x = no result given.
SMILES,NLRP3 yeast inh,SENP6 block,SENP1 FRET inh,SENP8 block-1,Apaf1 inhib,SENP7 block,SENP8 block-2,PfGluPho inh,HKDC1 inh
O=C(/C=C/c1ccc2c(c1)OCO2)c1ccccn1,8,75*,-93,0,5,71*,73*,-2,10
COc1ccc(CCn2c(O)c(C=Nc3cccc(F)c3)c(=O)[nH]c2=O)cc1OC,22,9,3,-37,-20,-2,1,-5,-4
CC(Sc1nn(-c2ccc(F)cc2)c(=S)s1)C(=O)c1c(N)n(C)c(=O)n(C)c1=O (stereo not given),16,-4,2,18,23,6,1,6,3
COC(=O)[C@H](CCSC)NC(=O)Nc1cccc(C)c1C,13,1,3,7,-11,7,-1,1,-2
Cc1ccc(Nc2ccc(C(F)(F)F)cc2[N+](=O)[O-])cc1,9,-3,5,32,4,-7,3,11,-7
CCN(C(=O)CN(C)Cc1c(F)cccc1Cl)c1c(N)n(Cc2ccccc2)c(=O)[nH]c1=O,15,-2,-12,7,1,-3,1,-3,-11
CCC(CO)Nc1nc(CN2CCCCC2)nc2scc(-c3ccccc3)c12 (stereo not given),1,-14,-19,-35,-7,3,-9,-2,-1
O=C(Nc1ccccc1N1CCCC1)c1cc2ccccc2o1,10,63*,-6,-10,13,19,35,0,6
N#CC1=C(N)Oc2cc(N)ccc2C1c1ccccc1 (stereo not given),x,x,-22,-45,x,x,x,-12,5
COc1cc(OC)cc(C(=O)OCCNC(=O)Cn2cnc3c2c(=O)n(C)c(=O)n3C)c1,-7,-5,x,x,-31,6,8,x,x
Cc1c(C(=O)N(C)c2ccc(Cl)cc2)cnn1-c1ccccc1,12,-3,3,12,9,-8,-2,-8,7
O=C(NCCCN1CCOCC1)c1cc(Cl)ccc1[N+](=O)[O-],12,-22,2,10,-8,5,4,4,-8
COc1ccc(/C=C/C(=O)NC(=S)NNC(=O)[C@H]2C[C@@H]2c2ccccc2)cc1OC,3,-8,2,-142,6,4,1,-26,-34
COc1cccc(OCCCOc2ccccc2C(C)C)c1,6,-4,1,8,3,0,3,16,-8
CCn1cc(S(=O)(=O)CC(=O)Nc2cc(C)ccc2C)c2ccccc21,6,0,0,7,4,-5,-2,9,-3
CC1(C)CC(=O)c2cc(C(=O)NNc3ccccc3)c(=O)n(-c3ccccc3)c2C1,24,-36,0,15,4,3,-4,6,-15
COc1ccc(C(CNC(=O)CN2C(=O)NC3(CCCC3)C2=O)N(C)C)cc1 (stereo not given),2,4,-2,1,1,-1,-6,0,-5
Cc1c(NC2=CC(=O)CC(C)(C)C2)c(=O)n(-c2ccccc2)n1C,5,5,3,27,-4,-2,10,-3,-1
COc1ccc(-c2nc3ncccn3c2Nc2ccccc2)cc1,-4,15,37*,-62,-13,6,3,2,-5
Cc1onc(-c2c(F)cccc2Cl)c1C(=O)N1CCc2ccccc2C1,24,6,0,17,6,6,0,11,-5
Cc1ccc(C)n1CCN1CCN(S(=O)(=O)c2ccc(F)cc2F)CC1,28,0,-1,21,-4,1,3,-7,-1
O=C(N/N=C/c1cccnc1)c1cc(-c2ccccc2OCc2ccccc2)n[nH]1,29,-3,-1,25,18,4,2,19,0
O=C(NCc1ccc2c(c1)OCO2)C1CCCN(S(=O)(=O)c2cccc3nonc23)C1 (stereo not given),16,-17,23,-15,9,9,-9,5,-6
CCc1ccc(CN2C(=O)c3ccccc3C2C(=O)NCC2CCCO2)cc1 (stereo not given),-3,-8,1,23,-11,5,-3,5,-9
CNC(=S)c1cc(C(C)(C)C)c(O)c(C(C)(C)C)c1,-15,9,1,32,-1,-1,-6,-12,1
O=C(Nc1ccc(C(=O)O)cc1)/C(=C\c1ccco1)NC(=O)c1ccccc1,-8,12,-7,4,0,8,-5,7,-6
CC1(C)CC(NC(=O)C2CCN(S(=O)(=O)c3ccccc3C(F)(F)F)CC2)CC(C)(C)N1,4,-11,0,4,11,-2,-2,-11,3
O=C1c2ccccc2C(=O)N1CSc1nnc(Nc2ccccc2)s1,15,-20,-1,10,-1,-8,-5,11,-14
COc1ccccc1/C=N/n1c(N)c(S(=O)(=O)c2cccs2)c2nc3ccccc3nc21,2,-14,-3,-297,-4,-8,-10,-2,-3
Cc1cc(C)n2nc(SCc3ccccc3C(=O)O)nc2n1,15,13,0,9,-6,-8,1,10,-4
CC1=NNC(=O)C1Cc1c(Cl)cccc1Cl (stereo not given),8,-11,2,12,-10,10,-11,19,0
COc1ccc(-c2coc3cc(O[C@@H]4O[C@H](CO)[C@@H](O)[C@H](O)[C@H]4O)c(OC)cc3c2=O)cc1,17,6,-2,-49,3,3,-8,-1,-1
CCOC(=O)CNC(=O)CSc1ncnc2c1cnn2-c1ccccc1,15,35,1,-66,-6,20,17,-6,-3
O=C(O)CCCC(=O)Nc1ccccc1C(=O)N1CCOCC1,1,3,4,0,-3,5,3,1,-10
CCOC(=O)c1nc(NCc2ccccc2)c2ccccc2n1,-1,-7,-3,-16,-3,-3,6,-5,-1
CCC(C)(NC(=O)c1cccc(N2C(=O)CSC2c2ccccc2)c1)C(=O)Nc1ccccc1C (stereo not given),10,4,1,20,10,1,6,-8,5
Cc1cccc(-n2nnnc2SCC(=O)c2cc(C)n(CC3CCCO3)c2C)c1 (stereo not given),17,13,0,20,28,-1,-9,6,-1
Cc1ccccc1/C=N/N=C1/NC(=O)CCS1,19,8,3,18,-4,5,-7,16,0
Cc1ncc(CO)c(/C=N/NC(=O)c2cccc(S(=O)(=O)N3CCCC3)c2)c1O,13,-8,-25,-196,2,-8,0,-55,-20
CCc1ccccc1NC(=O)C1CC(c2ccc(F)cc2)=NO1 (stereo not given),20,-1,4,22,10,-15,-12,12,-2

# 4 compounds from above, limited to Apaf1 inhib, SENP7 block and HKDC1 inh:
SMILES | Apaf1 inhib | SENP7 block | HKDC1 inh
CNC(=S)c1cc(C(C)(C)C)c(O)c(C(C)(C)C)c1 | -1 | -1 | 1
COc1ccc(-c2coc3cc(O[C@@H]4O[C@H](CO)[C@@H](O)[C@H](O)[C@H]4O)c(OC)cc3c2=O)cc1 | 3 | 3 | -1
CCC(C)(NC(=O)c1cccc(N2C(=O)CSC2c2ccccc2)c1)C(=O)Nc1ccccc1C (stereo not given) | 10 | 1 | 5
COc1ccccc1/C=N/n1c(N)c(S(=O)(=O)c2cccs2)c2nc3ccccc3nc21 | -4 | -8 | -3

# Whole records as entered above. Values in the order: NLRP3 yeast inh | SENP6 block | SENP1 FRET inh | SENP8 block-1 | Apaf1 inhib | SENP7 block | SENP8 block-2 | PfGluPho inh | HKDC1 inh
# `CC1=NNC(=O)C1Cc1c(Cl)cccc1Cl` (stereo not given) reads 8 | -11 | 2 | 12 | -10 | 10 | -11 | 19 | 0
# `COc1ccc(-c2coc3cc(O[C@@H]4O[C@H](CO)[C@@H](O)[C@H](O)[C@H]4O)c(OC)cc3c2=O)cc1` reads 17 | 6 | -2 | -49 | 3 | 3 | -8 | -1 | -1

# Further compounds:
SMILES,NLRP3 yeast inh,SENP6 block,SENP1 FRET inh,SENP8 block-1,Apaf1 inhib,SENP7 block,SENP8 block-2,PfGluPho inh,HKDC1 inh
CCN1CCN(CCCNC(=O)c2ccc3c(=O)n(CCc4ccccc4)c(=O)[nH]c3c2)CC1,21,-18,-1,-176,2,-3,-6,-7,-2
COc1cc(C(=O)NCc2nnc(SCC(=O)c3ccc(Cl)cc3)o2)cc(OC)c1OC,-3,5,0,13,-4,-5,1,-11,-1
COC(=O)CN(c1nc(C)c(Br)c(OC)n1)S(=O)(=O)c1ccc(C)cc1,7,-4,-1,16,17,1,8,-25,6
Cn1c(C(=O)Nc2ccc3c(c2)OCO3)cc2sccc21,17,71*,4,-23,9,63*,46,81*,8
N#C/C(=C\c1cn(CC(=O)N2CCCCC2)c2ccccc12)C(=O)NCc1ccc2c(c1)OCO2,17,8,-67,-30,7,2,1,-48,16
O=C(Nc1cccc(S(=O)(=O)Nc2ccccc2Cl)c1)c1ccc(N2CCCC2)c([N+](=O)[O-])c1,5,-25,0,35,7,-8,-4,-14,7
Cc1nn(C)c2c(=O)c(=O)c2n(C)[nH]1,5,-11,0,13,-8,0,3,6,-4
COc1ccc(C(=O)N2CC3(CC(c4cccc(NC(=O)CC(c5ccccc5)c5ccccc5)c4)=NO3)C[C@H]2C(N)=O)cc1 (stereo not given in full),13,0,-1,-2,13,1,-17,8,6
COc1ccccc1Nc1cc(N2CCOCC2)c2nonc2c1[N+](=O)[O-],8,5,-13,12,3,12,5,-1,-5
COc1cc(OC)cc(C(=O)Nc2ccccc2C(=O)NCc2cccnc2)c1,9,-26,-1,1,5,-12,-2,-16,-2
CCOc1cc(CNCCN(C)C)c(Cl)cc1OCC(=O)NCCc1ccccc1,-2,-21,1,23,13,-6,-12,-8,-1
C[C@@H](C(=O)Nc1ccc2ccccc2c1)[C@@H]1C[C@@]1(C)[C@@H](NC(=O)c1ccccc1)c1ccccc1,17,4,2,15,9,5,-9,9,3
O=C(CO)C(O)C(O)C(O)CO (stereo not given),17,-3,0,1,0,-8,1,-4,-7
Cc1cc(=O)oc2cc(OCC(=O)N3c4ccccc4CC3C)ccc12 (stereo not given),27,-8,-3,-75,5,0,-3,-9,2
CC(C)COC(=O)n1c(SCC(=O)N(C)C)nc2ccccc21,19,-6,1,16,3,0,6,12,2
COc1ccc(C(C(=O)NC(C)C)N(C(=O)CCC(=O)Nc2nccs2)c2ccccc2F)cc1 (stereo not given),-13,15,1,-3,8,4,4,-28,-2
O=C(COc1ccc(Cl)cc1)Nc1cccc(-c2ccc(N3CCOCC3)nn2)c1,61*,54*,1,-6,21,68*,12,4,5
O=C(NCC1CCCCC1)c1ccco1,8,-1,1,14,-17,-3,-3,1,-10
CCCCC1CCC(c2ccc(C(N)=O)cc2)CC1 (stereo not given),13,-2,2,3,-5,-2,-6,-6,-6
CC(C)(C)c1nnc(N/N=C/c2ccc(O)cc2)n(N)c1=O,6,-11,0,12,-1,16,-5,-3,-13
CCCCCc1ccc(-c2nnc(N)s2)cc1,34,23,-3,-4,2,-4,12,-22,8
CN(C)c1nc(N2CCN(c3ccccc3)CC2)c(C#N)c(=O)o1,1,11,4,14,31,-8,1,8,-1
CCN(C(=O)COC(=O)c1cccnc1SC)c1c(N)n(Cc2ccccc2)c(=O)[nH]c1=O,1,11,-1,0,-11,2,6,19,6
COc1ccc(CNC(=O)c2ccc3c(c2)NC(=O)C(C)S3)cc1 (stereo not given),8,-5,-12,19,-21,3,3,42,-5
COc1ccc(C)cc1NC(=O)CSc1nnc(-c2cc(C)[nH]n2)n1N,13,9,0,5,-9,2,-4,4,-3
O=C(O)CCc1ccc(-c2ccccc2)n1-c1cccc(O)c1,6,-15,-6,-91,6,-5,-7,-18,-6
COc1cc(NC(=O)C2CCN(S(=O)(=O)c3ccc(Cl)cc3)CC2)ccc1-n1cnnn1,6,-19,1,5,14,-13,-6,11,-8
Cc1c(C(=O)CN2CCOCC2)[nH]c2ccccc12,2,-10,1,-60,7,0,3,-2,-1
Cc1ccc(C(=O)COC(=O)CCC(=O)Nc2cccc(Cl)c2)cc1[N+](=O)[O-],-1,2,1,19,4,-2,2,-18,-6
